Screens: PubChem BioAssay, Sanford-Burnham Center for Chemical Genomics
ATG4B inh = blocks human ATG4B protease cleavage of LC3 substrate | ATG4B cleavage of LC3-PLA2, NBD-HPC fluorescence, 1 h | AID 504462 | inhibition, % at 8.33 µM | Q9Y4P1 | 340,000 compounds, 0.51% hits; in the data active = inhibition above about 40%
Target sequence (Q9Y4P1 whole entry, looked up): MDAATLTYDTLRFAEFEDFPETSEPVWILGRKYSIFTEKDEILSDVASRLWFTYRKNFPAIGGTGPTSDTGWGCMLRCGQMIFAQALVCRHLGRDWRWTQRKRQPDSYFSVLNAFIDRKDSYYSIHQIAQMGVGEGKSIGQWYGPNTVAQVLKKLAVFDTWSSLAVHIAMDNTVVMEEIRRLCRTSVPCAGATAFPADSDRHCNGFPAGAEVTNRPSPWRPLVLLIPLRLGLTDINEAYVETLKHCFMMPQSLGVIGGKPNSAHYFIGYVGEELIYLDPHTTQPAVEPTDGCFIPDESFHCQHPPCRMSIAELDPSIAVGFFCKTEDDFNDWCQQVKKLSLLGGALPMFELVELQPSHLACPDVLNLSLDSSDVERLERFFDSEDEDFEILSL
A3A deaminase = blocks human APOBEC3A ssDNA deamination. recombinant A3A, FAM/TAMRA ssDNA deamination fluorescence. inhibition, % at 20 µM. 330,000 compounds, 0.41% hits. AID 493011;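 active = at least 40% inhibition at 20 µM here, with at most 30% in a related deaminase screen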;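 note: plate controls were A3A with DMSO for no effect and wells lacking A3A enzyme for full effect; some results filed as inactive read as strong as hits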
Target sequence (P31941 whole entry, looked up): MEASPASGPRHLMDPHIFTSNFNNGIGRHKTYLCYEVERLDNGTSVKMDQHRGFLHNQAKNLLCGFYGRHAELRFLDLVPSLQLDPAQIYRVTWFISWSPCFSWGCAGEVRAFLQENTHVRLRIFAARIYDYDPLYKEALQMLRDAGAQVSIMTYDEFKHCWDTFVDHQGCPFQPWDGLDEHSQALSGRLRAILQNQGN
hIAP activ = human IAP activation; purified human IAP, CDP-Star luminescence, 30 min; hits give high values; 1 = vehicle-only enzyme, 0 = enzyme-free background; activation factor at 10 µM; 330,000 compounds, 0.16% hits;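 active = activation factor of the enzyme at least 2-fold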; note: the source names both 10 and 20 µM as test concentration; values of inactives mirror those of a sister screen read the other way
PfG6PD inh = PfG6PD (Plasmodium falciparum) enzyme inhibition; AID 504690; inhibition, % at 20 µM; 350,000 compounds, 0.78% hits; PfGluPho enzyme, NADPH resazurin-diaphorase fluorescence;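 active = inhibition reaching at least a set limit at 20 µM in the primary screen, cut at about 59% in these data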;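 note: 0% = DMSO wells with substrate and 100% = DMSO wells lacking glucose-6-phosphate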
hIAP inh = blocks human intestinal alkaline phosphatase; P09923; purified IAP, CDP-Star luminescence, 30 min; inhibition, % at 10 µM; 330,000 compounds, 0.12% hits; AID 2544;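 active = inhibition reaching a set limit with compound at 10 µM in the primary screen, cut at about 35% in these data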;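 note: plate controls were DMSO wells with enzyme for no effect and no-enzyme buffer wells for full effect; values of inactives mirror those of a sister screen read the other way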
mIAP activ = increases mouse intestinal alkaline phosphatase activity; muIAP, CDP-Star luminescence, 30 min; hits give high values; 1 = vehicle-only enzyme signal, 0 = enzyme-free wells; activation factor at 10 µM; 330,000 compounds, 0.24% hits;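 active = activation factor of at least 2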; note: the source names both 10 and 20 µM as test concentration; values of inactives mirror those of a sister screen read the other way
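System: mouse IAP enzyme. Reagent: CDP-Star chemiluminescent phosphatase substrate. Benchmarks: DMSO wells, no-enzyme wells. Times: 30 min enzyme-substrate-compound incubation at room temperature. Detection: luminescence from enzymatic CDP-Star hydrolysis. Doses: test compounds delivered from DMSO solution.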
HKDC1 inh = HKDC1 (human) hexokinase inhibition; Q2TB90; recombinant HKDC1, G6PDH/diaphorase resazurin coupled fluorescence; inhibition, % at 20 µM; 340,000 compounds, 0.16% hits;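 active = inhibition above about 35% when tested at 20 µM, limit read from the data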;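 note: plate controls were DMSO wells with enzyme for no effect and DMSO wells lacking enzyme for full effect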
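Material – in-house recombinant HK5 (HKDC1) enzyme · Quantity – HKDC1 at 5 µg/mL · Buffer or medium – pH 8.0 Tris buffer with 10 mM MgCl2 · Reagent – glucose with 1 mM ATP · Dosing – single 20 µM dose · Times – reaction time 90 min, room temperature, protected from light · Technique – resorufin fluorescence at 613 nm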
mIAP block = mouse IAP inhibition; inhibition, % at 10 µM; 330,000 compounds, 0.2% hits; purified mouse IAP, CDP-Star luminescence, 30 min; AID 2806;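 active = inhibition of at least 40% at 10 µM in the primary screen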;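 note: plate controls were DMSO with enzyme for no effect and no enzyme wells for full effect; values of inactives mirror those of a sister screen read the other way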
Starred values were filed as active, the others as inactive.

ATG4B inh	A3A deaminase	hIAP activ	PfG6PD inh	hIAP inh	mIAP activ	HKDC1 inh	mIAP block	SMILES
-13.7	1.3	1.12	3.3	-12.3	0.932	-0.3	6.8	COCCN(C(=O)COC(=O)CCOc1ccccc1C)c1c(N)n(Cc2ccccc2)c(=O)[nH]c1=O
-2.8	-0.1	1.01	0.1	-1.3	1.03	-6.3	-3.2	CCn1c(CNC(=O)c2cccc(C)c2)nnc1SCC(=O)N1CCOCC1
7.3	-4.7	0.845	-16.3	15.5	1.1	1.6	-10.0	O=C1CC(c2ccccc2)CC(=O)C1=CN1CCCC1 (stereo not given)
-10.8	-4.4	1	-0.2	-0.4	0.951	-3.9	4.9	CC(=O)N1CCc2c(sc3c2c(=O)n(Cc2ccccc2)c(=O)n3CC(=O)NCC2CCCO2)C1 (stereo not given)
11.4	-2.0	1.12	1.3	-11.6	1.04	4.9	-4.5	Cc1ccc2cccc(NC(=O)c3ccc(Br)o3)c2n1
-8.6	1.8	1.11	-18.1	-11.0	1.1	-10.8	-10.4	COc1ccc(C(=O)O/N=C(\N)Cc2ccc(Cl)cc2)cc1OC
15.0	-3.6	0.957	25.2	4.3	0.976	-1.8	2.4	CC(C(=O)Nc1cccnc1)C1Sc2ccccc2NC1=O (stereo not given)
-19.0	0.1	1.12	6.9	-11.9	0.908	-1.6	9.2	CCCCN(CC)CCCNC(=O)c1cc2cc3ccc(OC)cc3nc2o1
4.0	-5.8	1.02	-39.9	-2.3	0.988	-3.6	1.2	O=C(CSc1nnc(-c2ccccc2O)o1)NC1CCCCC1
-11.8	-2.9	1	-2.1	-0.5	0.94	-4.9	6.0	Cc1ccc(C(O)CSc2nnc(-c3ccc4ccccc4c3)n2C)cc1 (stereo not given)
-4.0	-6.9	1.16	-10.6	-16.1	1.01	-1.7	-1.2	CC(=O)N1CC(C)Oc2ccc(S(=O)(=O)NC(CC(=O)O)c3cc(C)ccc3C)cc21 (stereo not given)
-37.8	2.4	0.981	11.4	1.9	0.968	9.0	3.2	COc1cc([N+](=O)[O-])ccc1NC(=O)CSc1nnc(C)c(C)n1
2.9	-5.0	0.823	6.7	17.7	0.903	-5.7	9.7	O=C(NCCCN1CCOCC1)C(=O)NCC1OCCN1S(=O)(=O)c1ccc(F)cc1 (stereo not given)
1.6	2.7	0.916	3.6	8.4	1.05	-2.9	-4.9	Cn1c(CN2CCCC2)nc2cc(NS(=O)(=O)c3ccccc3)ccc21
1.6	-4.2	0.972	-13.1	2.8	0.978	5.1	2.2	O=C(O)[C@@H]1CC(O)CN1C(=O)CCc1c[nH]c2ccccc12 (stereo not given in full)
-8.2	2.9	0.998	4.8	0.2	0.979	5.8	2.1	O=C(COC(=O)/C=C/c1ccccc1Cl)Nc1cccnc1Cl
0.1	-7.5	1.1	10.5	-9.9	0.996	-5.8	0.4	COc1ccccc1C(=O)NNC(=O)c1ccc2ccccc2c1
4.7	-3.5	1.24	-8.2	-24.0	1.09	1.8	-8.9	CCOC(=O)COc1c(OC)cc(Cl)cc1C1Nc2ccccc2C(=O)N1c1ccccc1 (stereo not given)
-10.4	-2.4	0.945	-2.3	5.5	0.909	-2.6	9.1	Nn1c(SCc2nc3ccccc3[nH]2)nnc1-c1cccnc1
-4.3	-2.0	1.17	-7.2	-17.0	1.04	-7.2	-4.2	O=C(O)c1ccc2c(c1)C(=O)N(N1C(=O)c3ccccc3C1=O)C2=O

Whole records as entered above. Order of screens: ATG4B inh	A3A deaminase	hIAP activ	PfG6PD inh	hIAP inh	mIAP activ	HKDC1 inh	mIAP block
Cc1ccc2cccc(NC(=O)c3ccc(Br)o3)c2n1 across the screens: 11.4	-2.0	1.12	1.3	-11.6	1.04	4.9	-4.5
CCn1c(CNC(=O)c2cccc(C)c2)nnc1SCC(=O)N1CCOCC1 across the screens: -2.8	-0.1	1.01	0.1	-1.3	1.03	-6.3	-3.2

The listing picks up, starting 6 compounds before the break.
ATG4B inh	A3A deaminase	hIAP activ	PfG6PD inh	hIAP inh	mIAP activ	HKDC1 inh	mIAP block	SMILES
1.6	-4.2	0.972	-13.1	2.8	0.978	5.1	2.2	O=C(O)[C@@H]1CC(O)CN1C(=O)CCc1c[nH]c2ccccc12 (stereo not given in full)
-8.2	2.9	0.998	4.8	0.2	0.979	5.8	2.1	O=C(COC(=O)/C=C/c1ccccc1Cl)Nc1cccnc1Cl
0.1	-7.5	1.1	10.5	-9.9	0.996	-5.8	0.4	COc1ccccc1C(=O)NNC(=O)c1ccc2ccccc2c1
4.7	-3.5	1.24	-8.2	-24.0	1.09	1.8	-8.9	CCOC(=O)COc1c(OC)cc(Cl)cc1C1Nc2ccccc2C(=O)N1c1ccccc1 (stereo not given)
-10.4	-2.4	0.945	-2.3	5.5	0.909	-2.6	9.1	Nn1c(SCc2nc3ccccc3[nH]2)nnc1-c1cccnc1
-4.3	-2.0	1.17	-7.2	-17.0	1.04	-7.2	-4.2	O=C(O)c1ccc2c(c1)C(=O)N(N1C(=O)c3ccccc3C1=O)C2=O
-4.7	-1.1	0.951	8.9	4.9	0.924	3.2	7.6	C=C[C@@H]1c2ccccc2N(S(=O)(=O)c2ccc(C)cc2)[C@H](c2ccccc2)C1(C#N)C#N
-4.1	-3.6	1.05	14.3	-5.5	0.943	-5.1	5.7	O=C(NC(=S)N1CCCCC1c1cccnc1)c1ccccc1 (stereo not given)
-14.6	0.3	1.06	13.2	-5.7	0.97	8.0	3.0	CCc1ccccc1N(CC)C(=O)c1cn(C)c(=O)c2cc(OC)c(OC)cc12
8.6	-4.5	1.18	3.9	-17.7	1.03	-3.0	-2.8	CCn1c(CSc2nc3ccccc3s2)nnc1SCC(=O)c1ccc(Cl)cc1
2.7	-5.2	1.14	-0.1	-14.2	1.02	-10.3	-1.8	CC(C)N1CCC(N2CCN(C/C=C/c3ccccc3)CC2CCO)CC1 (stereo not given)
-5.3	3.1	0.933	16.6	6.7	1.03	-7.7	-3.1	CCCCN(C(=O)CCC(=O)Nc1cc(C)on1)C(C(=O)NC(C)(C)CC)c1cccc(OC)c1OC (stereo not given)
-6.0	3.2	1	5.2	-0.4	1.07	-10.2	-7.1	CC1CCN(C(=O)c2ccc(CNc3c(N4CCCC4)c(=O)c3=O)cc2)CC1
-13.3	-1.4	0.858	3.5	14.2	0.992	0.9	0.8	CC(C)=CCC/C(C)=C/CC/C(C)=N/O
4.0	-1.8	0.927	-21.2	7.3	1.09	-5.5	-8.7	COC(=O)C1CCN(Cc2c(C(=O)N3C[C@@H](C)O[C@@H](C)C3)nc3ccc(Cl)cn23)CC1
-1.0	2.0	1.2	-14.6	-20.3	0.965	-6.7	3.5	Cc1ccc(S(=O)(=O)N2CCN(C(=O)C3CSC4(C)CCC(=O)N34)CC2)cc1C (stereo not given)
-3.8	1.0	1.05	-9.1	-5.1	1.03	0.0	-2.7	Cc1nc2c(C#N)cnn2c2c1CCN2CC1CCCO1 (stereo not given)
-9.0	-3.6	0.988	14.7	1.2	0.974	3.2	2.6	Cc1cc2n(n1)C(c1ccsc1)Nc1ccccc1-2 (stereo not given)
-7.4	-3.6	0.967	3.8	3.3	1.05	4.7	-5.4	COc1cccc(C(CNC(=O)C2CCN(C(=O)Nc3ccccc3)CC2)N(C)C)c1 (stereo not given)
-17.9	4.7	1.26	-10.7	-25.8	0.952	-1.7	4.8	Cc1cccc(-c2c3c(=O)n(C)c(=O)n(C)c3cn2-c2ccccc2O)c1
5.6	-2.7	1.02	-11.2	-1.7	0.893	-3.6	10.7	CCC(=O)NCCc1nc2cc(NC(=O)Nc3ccccc3)ccc2n1C
-2.5	-0.4	1.12	30.4	-11.8	0.983	-6.8	1.7	CCc1cccc(CC)c1-n1c(-c2cccnc2)n[nH]c1=S
-9.7	1.5	0.877	18.9	12.3	0.939	3.7	6.1	Cc1[nH]c2ccccc2c1/C=N/NC(=S)NC(C)C
-9.5	-1.4	1.32	10.0	-31.7	1.03	0.2	-3.5	Cc1ccc2oc(Nc3nc(C)c(C)c(C)n3)nc2c1
-11.9	-6.3	1.11	-5.0	-11.4	0.879	-3.2	12.1	COc1cc(OC)cc(C(=O)NC(=S)Nc2cccnc2)c1
-6.4	1.0	0.793	4.7	20.7	0.962	-0.2	3.8	O=C(CSc1ccccn1)N1CCN(c2ncc(C(F)(F)F)cc2Cl)CC1
-2.6	-0.2	1.3	3.1	-29.8	1.04	2.1	-3.9	Cc1cc(C)c(S(=O)(=O)N2CCCCC2CCNC(=O)C(=O)NCc2ccccn2)c(C)c1 (stereo not given)
-6.5	2.5	0.997	-17.3	0.3	1.05	-3.9	-4.9	Nn1c(SCC(=O)N2CCN(S(=O)(=O)c3ccccc3)CC2)nnc1-c1cccs1
4.3	-2.3	0.905	3.8	9.5	0.989	1.6	1.1	COC(=O)Cn1c2c(c3cc(C)ccc31)CCCC2NC(C)c1ccccc1 (stereo not given)
-0.1	-0.2	1.07	1.4	-6.7	0.964	-2.6	3.6	COc1cccc(NC(=O)Nc2nnc(Cc3ccc(OC)c(OC)c3)s2)c1
-0.1	0.1	1	-5.1	-0.4	1	0.9	-0.4	COc1ccccc1N1CCN(/N=C/c2ccc(OC)c(OC)c2OC)CC1
3.7	4.5	1.02	-11.6	-2.0	0.972	4.9	2.8	CC(=O)NCCC(=O)Nc1cccc(S(=O)(=O)N(C)c2ccccc2)c1
-4.2	5.0	0.843	4.2	15.7	0.826	3.4	17.4	C/C(=N\Nc1ccc(S(=O)(=O)Nc2ccccc2)cc1[N+](=O)[O-])c1ccc(N2CCOCC2)cc1
-5.2	-2.3	0.868	32.5	13.2	0.9	2.2	10.0	NCCN1CCN(S(=O)(=O)c2ccc([N+](=O)[O-])cc2)C=C1c1ccc(Cl)cc1
1.7	0.4	1.27	-16.1	-26.6	0.948	0.1	5.2	O=C(Cc1csc(Nc2nc(=S)[nH]c3ccccc23)n1)N1CCN(c2cccc(Cl)c2)CC1
-10.4	-4.3	0.932	-21.3	6.8	0.959	-5.8	4.1	CC(C)OC(=O)NCN1C(=O)C2C3C=CC(C3)C2C1=O (stereo not given)
-2.8	-3.5	0.933	15.4	6.7	0.971	-5.2	2.9	COc1cc(C(C(=O)NCC2CCCO2)N(C(=O)Cn2nnc3ccccc32)c2ccc(OC)c(OC)c2)ccc1O (stereo not given)
6.2	-0.8	1.14	-8.0	-13.5	1.06	-2.7	-6.2	C=CCn1c(SCC(=O)NC2CCCC2)nnc1-c1ccccn1
-19.7	1.5	0.911	-2.5	8.9	0.747	0.0	25.3	COc1ccc(C)cc1NC(=O)Cn1cnc2sc(C)c(S(=O)(=O)N3CCOCC3)c2c1=O
6.4	-15.6	1.13	-5.8	-13.0	1.01	0.7	-0.9	COC(=O)c1ccc(CSc2nnc(NC(C)C)s2)cc1
-9.7	5.1	1.03	-10.1	-3.1	0.93	-1.4	7.0	O=C(NCc1ccc(Cl)cc1)c1ncn[nH]1
4.3	-5.3	1.05	-8.1	-4.7	0.977	0.1	2.3	CCc1ccccc1NC(=O)CC1CS(=O)(=O)CC1CC(=O)Nc1ccccc1CC (stereo not given)
-3.2	-1.8	0.956	0.1	4.4	0.96	-13.1	4.0	NS(=O)(=O)c1ccc(NC(=O)COC(=O)COc2ccccc2)cc1
1.9	11.2	0.997	-2.0	0.3	1.06	-2.6	-5.9	Cc1ccc(C(=O)c2ccc(CC(=O)O)n2C)cc1
1.4	3.2	0.853	-14.2	14.7	1.1	-2.6	-10.3	COc1ccc(S(=O)(=O)NCC(c2ccc3c(c2)OCO3)N2CCOCC2)cc1C (stereo not given)
-1.3	-3.2	1.03	12.8	-3.0	0.992	-2.6	0.8	O=C(c1cc(-c2cccc(Cl)c2)on1)N1CCCC1
